High-throughput results from PubChem BioAssay.
RGS4 inh: inhibitors of human regulator of G protein signaling 4 | P49798 | Transcreener GDP fluorescence polarization, RGS4-accelerated GTP hydrolysis | Potency, µM (top dose mostly 114 µM), without a hit: top-dose activity change, negative = inhibition, usual class: inhibitors | hit rate 0.039% among 390,000; further: potency means the concentration at half of the fitted maximal effect; on the % scale 0 is the no-effect control and ±100 the full control effect; nearly all actives have a fitted effect of over 75% in size; some results filed as inactive show a strong effect at the top dose
Target sequence (P49798 whole entry, looked up): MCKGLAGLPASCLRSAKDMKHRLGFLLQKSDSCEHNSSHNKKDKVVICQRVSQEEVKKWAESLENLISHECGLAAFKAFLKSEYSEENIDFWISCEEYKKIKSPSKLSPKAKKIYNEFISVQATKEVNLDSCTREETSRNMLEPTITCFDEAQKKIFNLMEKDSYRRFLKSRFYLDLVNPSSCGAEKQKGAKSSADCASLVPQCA
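MLSMR compounds (23 nl, pin-transferred) preincubated 10 min at room temperature with a 500nM (2x) first reagent, then RGS4 at 900nM (2x) plus Transcreener GDP mix added; fluorescence polarization (620/688 nm) read before and after 90 min at 30 °C.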
BAZ2B block: inhibitors of human BAZ2B bromodomain; Potency, µM (top dose mostly 114 µM), inactives show top-dose activity change, negative = inhibition, most hits filed as inhibitors; AID 504333; hit rate 4.4% among 360,000; Q9UIF8; AlphaScreen BAZ2B-H3K14Ac peptide displacement; further: potency means the concentration at half of the fitted maximal effect; on the % scale 0 is the no-effect control and ±100 the full control effect; nearly all actives have a fitted effect of over 60% in size
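Protein-peptide AlphaScreen: BAZ2B 50 nM, b-H3K14Ac 50 nM, 1x PBS pH 7.4 + 0.01% Tween-20. Preincubation 30 min RT; cpd 30 min RT (top 110 uM); beads 20 min RT, light-protected.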
GLS inhibitor: blocks human kidney-isoform glutaminase activity; hit rate 0.21% among 410,000; GLS enzymatic activity, qHTS titration; Potency, µM (top dose mostly 45.5 µM), for inactives: at the highest dose activity change, negative = inhibition, usual class: inhibitors; O94925; further: potency means the concentration at half of the fitted maximal effect; on the % scale 0 is the no-effect control and ±100 the full control effect
Target sequence (O94925 whole entry, looked up, canonical isoform): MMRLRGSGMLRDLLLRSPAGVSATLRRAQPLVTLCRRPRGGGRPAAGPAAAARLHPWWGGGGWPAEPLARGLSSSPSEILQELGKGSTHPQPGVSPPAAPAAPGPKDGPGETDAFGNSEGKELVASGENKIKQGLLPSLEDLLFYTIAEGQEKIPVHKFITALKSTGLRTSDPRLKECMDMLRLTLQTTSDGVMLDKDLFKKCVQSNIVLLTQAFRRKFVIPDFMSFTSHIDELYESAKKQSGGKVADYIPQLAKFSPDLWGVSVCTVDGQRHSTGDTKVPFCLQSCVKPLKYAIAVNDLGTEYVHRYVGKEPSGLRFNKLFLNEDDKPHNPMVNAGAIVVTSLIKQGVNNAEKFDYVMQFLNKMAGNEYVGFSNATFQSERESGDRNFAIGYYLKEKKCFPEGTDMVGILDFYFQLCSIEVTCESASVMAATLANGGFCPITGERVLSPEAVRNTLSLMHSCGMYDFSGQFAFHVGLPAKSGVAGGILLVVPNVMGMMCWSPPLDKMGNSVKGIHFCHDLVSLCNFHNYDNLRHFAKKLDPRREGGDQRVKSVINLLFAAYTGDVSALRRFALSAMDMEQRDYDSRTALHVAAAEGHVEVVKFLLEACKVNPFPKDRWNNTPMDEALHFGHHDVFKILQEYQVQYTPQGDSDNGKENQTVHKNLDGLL
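Two-point fluorescence kinetic (t0, 30 min RT) for hKGA; glutamate detected via glutamate oxidase–HRP–Amplex Red. Substrate: 1 mM L-glutamine solution; buffer 45 mM KH2PO4, pH 8.2.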
12-LOX inh: blocks human arachidonate 12S-lipoxygenase; AID 1671190; Potency, µM (titrated, usually from 108 µM), for inactives: at the highest dose activity change, negative = inhibition, hits mostly inhibitors; purified 12hLO, xylenol orange hydroperoxide absorbance; hit rate 1.1% among 580,000; P18054; further: potency means the concentration at half of the fitted maximal effect; on the % scale 0 is the no-effect control and ±100 the full control effect
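Purified human 12hLO at 150 nM in 25 mM Hepes, 0.01% Triton X-100, pH 7.0, preincubated 15 min at room temperature with compound. Reaction started with 40 uM arachidonic acid, 30 min at room temperature. Hydroperoxide measured by Fe-xylenol orange, 573/405 nm absorbance ratio.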
JMJD2A Tudor inh: blocks the human JMJD2A Tudor domain; AlphaScreen JMJD2A-Tudor / H3K4me3 peptide binding; Potency, µM (doses to about 114 µM), without a hit: at the top dose activity change, negative = inhibition, hits mostly inhibitors; hit rate 4.4% among 390,000; AID 504339; further: potency means the concentration at half of the fitted maximal effect; on the % scale 0 is the no-effect control and ±100 the full control effect; nearly all actives have a fitted effect of over 50% in size
G9a inh: blocks human histone lysine methyltransferase G9a; G9a H3K9 monomethylation, AlphaScreen, 2 h; hit rate 8.8% among 350,000; AID 504332; Potency, µM (top dose mostly 102 µM), for inactives: at the highest dose activity, negative = inhibition, most hits filed as inhibitors; Q96KQ7; further: potency means the concentration at half of the fitted maximal effect; on the % scale 0 is the no-effect control and ±100 the full control effect; nearly all actives have a fitted effect of over 75% in size
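Compounds were preincubated with 20 nM G9a for 15 min, after which biotinylated H3K9 peptide (500 nM) and SAM (20 uM) started a 2 h room-temperature reaction. Monomethylated product was quantified by antibody-based AlphaScreen chemiluminescence.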
PI4K2A block: PI4K2A (human) kinase inhibition | purified PI4K2A, ADP-Glo luminescence, 1 h; stronger effect = lower value | activity change, negative = inhibition, % at 76.9 µM | Q9BTU6 | hit rate 0.13% among 420,000; in the data active means activity change below about -50%; inconclusive means mostly about -30% to -49%;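 further: -100% = wells without enzyme as full effect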
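ADP-Glo luminescence measured ADP generated by PI4K2A enzyme (4 ug/mL before mixing) with 1.2 mM PI substrate (pre-mix) and 300 microM ATP (pre-mix). Tris pH7.5 buffer with MgCl2, Triton X-100; 1 h reaction at ambient temperature.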
ERG-DNA inh: ERG Ets/DNA interaction inhibition; hit rate 0.028% among 370,000; P11308; Potency, µM (titrated, usually from 76.9 µM), inactives show top-dose FP activity, negative = inhibition, most hits filed as inhibitors; fluorescence polarization, His-ERG Ets domain / labelled DNA; active means well fitted inhibition curve with a large enough effect in the polarisation, with a control signal flat; inconclusive means small, poorly fitted or top-dose-only effect, or effect the other way, or a change in a side signal; inactive means no such curve, though single readings can be large or run the other way; the % refers to the polarisation;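 further: polarization taken with two DNA probes labelled with fluorescein and Texas red; potency means the concentration at half of the fitted maximal effect; % of control where 0% means no effect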
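His-tagged ERG Ets domain (1 uM in the protein solution; 300mM KCl, 50mM Tris-HCl, 1mM EDTA, 1mM DTT, pH 7.5) received compound, then a probe mix of 5 nM fluorescein-DNA and 100nM Texas-615-DNA. Fluorescence polarization was read for both dyes.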
HP1b binding inh: HP1-beta chromodomain-methylated histone interaction inhibition; AlphaScreen HP1-beta / biotin-H3K9me3 peptide binding; hit rate 0.56% among 390,000; P83916; AID 540317; Potency, µM (titrated, usually from 114 µM), for inactives: at the highest dose activity change, negative = inhibition, hits mostly inhibitors; further: potency means the concentration at half of the fitted maximal effect; nearly all actives have a fitted effect of over 70% in size; inactives centre near 23
Target sequence (P83916 whole entry, looked up): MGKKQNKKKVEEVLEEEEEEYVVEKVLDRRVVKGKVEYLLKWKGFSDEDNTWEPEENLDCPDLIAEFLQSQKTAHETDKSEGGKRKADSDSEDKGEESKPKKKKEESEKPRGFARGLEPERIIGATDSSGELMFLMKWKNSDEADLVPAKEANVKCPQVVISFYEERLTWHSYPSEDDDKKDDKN
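AlphaScreen: HP1-beta (50 nM) preformed 30 min with biotin-H3(1-18)K9me3 peptide (50 nM) in PBS pH 7.4, 0.01% Tween-20. Compound added for 30 min at RT, then streptavidin donor/nickel chelate acceptor beads (10 ug/mL) for 30 min.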
Numbers without * were called inactive; ? = inconclusive; · = no result given; [ ] = another dose, or the depositor's remark. Unless noted, the call rests on the fitted dose curve; in most records, active means well fitted curve in the direction sought with a large enough effect; inconclusive means small, poorly fitted or top-dose-only effect, or another doubt; inactive means no such curve, though single readings can be large; an effect the other way counts as inactive or inconclusive. A portion of the library (hit frequency here may not be typical).

smiles	RGS4 inh	BAZ2B block	GLS inhibitor	12-LOX inh	JMJD2A Tudor inh	G9a inh	PI4K2A block	ERG-DNA inh	HP1b binding inh
COc1ccc(-c2ncc(CN3CCC(CO)(Cc4cccc(OC)c4)CC3)cn2)cc1	30%[11.4 µM]	-23%	-2%	1%	-23%[11.4 µM]	?	-3	-12%	15%
Cc1nc(CC(C)C)cc(C(=O)N2CCCC(CNS(=O)(=O)c3cccs3)C2)n1 (stereo unspecified)	18%	-14%	3%	13%	-4%	5%	5	4%	41%[activator]
COc1ccccc1CNC(=O)Cc1csc2nc(-c3ccccc3)cn12	0%	?	-8%	-16%	-33%	-1%[59 µM]	0	-3%	8%[57 µM]
CCCCCCN1C=CC(=C/C=C(\C#N)C(=O)OCC)C=C1	-20%	?	-4%	-2%	-17%	9%[12.7 µM]	0	·	23%
COc1ccc(CNC(=O)CN(Cc2ccccc2Cl)C(=O)c2csnn2)cc1	-19%	-4%	-8%	3%	5%	32%	-1	-5%	14%
COc1ccc(CCNC(=O)c2ccc3ccccc3n2)cc1OC	-4%	?	0%	-10%	-11%	·	0	2%	13%
CCOC(=O)Cc1csc(NC(NC(=O)CC)(C(F)(F)F)C(F)(F)F)n1	-40%	-1%	-1%	36%[activator]	-2%	4%	4	3%	25%
CCOc1ccccc1NS(=O)(=O)c1cc2c3c(c1)CC(=O)N3CCC2	0%	-14%	5%	-6%	-15%	-1%	-1	10%	25%
Cn1cc(S(=O)(=O)N2CCN(c3ccc(F)cc3)CC2)c(=O)n(C)c1=O	2%	-2%	9%	9%[57.4 µM]	0%	-38%[59 µM]	-1	-4%	24%
CC(=O)c1c(-c2ccccc2)c2ccccc2[nH]c1=O	10%	?	-12%	-5%	-12%	-27%	-2	1%	18%
COC(=O)c1ccccc1OC(=O)c1cccnc1	21%	-5%	8%	13%	0%	-13%[12.7 µM]	2	2%	13%
Cc1noc(C)c1NC(=O)Nc1ccc2c(c1)C(=O)N([C@H](C)CO)C[C@H](C)[C@@H](CN(C)S(=O)(=O)c1cccs1)O2	1%	·	3%	-15%	-21%	·	2	0%	23%
O=C(CN1C(=O)/C(=C/c2ccccc2F)Sc2ccccc21)NCCCN1CCOCC1	16%	-38%	0%	-23%	-32%	-12%	1	1%	4%
CSCCC1Nc2ccc(S(=O)(=O)N3CCOCC3)cc2NC1=O (stereo unspecified)	-17%	·	-6%	0%	-19%	3.2µM*	-17	8%	29%
Cc1cccc(N2CCN(c3ccc(NC(=O)/C=C\C(=O)O)cc3)CC2)c1	?	35µM*	15%	14%	-14%[11.4 µM]	·	-12	-13%	?

New compounds follow.
smiles	RGS4 inh	BAZ2B block	GLS inhibitor	12-LOX inh	JMJD2A Tudor inh	G9a inh	PI4K2A block	ERG-DNA inh	HP1b binding inh
Cc1ccccc1NS(=O)(=O)c1cc(C(=O)NCc2ccco2)ccc1C	-8%	-27%	7%	-6%	-18%	-11%[12.7 µM]	-10	6%	11%
COc1ccc(Nc2ccc([N+](=O)[O-])cc2[N+](=O)[O-])cc1	25%	25µM*	-10%	0%	50µM*	13µM*	4	-1%	?
CCOC(OCC)c1cc2ccccc2cn1	-18%	·	7%	-5%	-2%	·	-2	-6%	25%
NC(=O)C1CCN(C(=O)COc2ccc3ccccc3c2Br)CC1	6%	-13%	5%	?	-1%	·	2	0%	21%
CNC(=O)CN(C1CCCCC1)S(=O)(=O)c1ccc(F)cc1	-14%[11.4 µM]	9%	0%	-23%	-3%[57.1 µM]	22%[59 µM]	6	3%	61%[activator]
CC(C)C(=O)Nc1ccc(C(=O)Nc2nnc(C(C)C)s2)cc1	5%	1%	2%	1%	-7%	-2%	1	-3%	40%[activator]
COc1ccccc1NCc1nnc(-c2ccccc2)o1	-13%	-10%	1%	-16%	-17%	·	2	-16%	30%
Cc1ccccc1C(=O)Nc1nnc(S(=O)(=O)N(C)Cc2ccc(Cl)cc2)s1	19%	-7%	6%	-18%	-6%	-28%[59 µM]	-1	-4%	37%
CC(=O)c1ccc(Oc2nc(-c3cccnc3)nc3ccccc23)cc1	15%	-3%	8%	1%	9%	5%	3	-5%	27%
Cc1ccc(-n2ncc3c(Nc4ccc5c(c4)OCCO5)ncnc32)cc1C	-22%	-2%	-2%	-22%	-26%	-22%[59 µM]	-4	-1%	36%[activator]
Cc1ccc(N2C(=O)N3[C@H](c4ccc(F)cc4)[C@@H]4C(=O)N(C5CCCCC5)C(=O)[C@@H]4[C@]3(Cc3ccccc3)C2=O)cc1	-4%	?	6%	-21%	-27%	·	5	1%	0%
Cc1cc(OCC(=O)Nc2cccnc2)c2c(C)c(C)c(=O)oc2c1	11%	-7%	-2%	-15%	-19%	42%[activator]	2	11%	33%[activator]
C(=NOCCc1ccccc1)c1cccnc1	11%	·	-10%	1%	9%	·	0	-2%	39%[activator]
CCc1nc2ccccc2c(C(=O)OCc2nnc(-c3ccccc3)o2)c1C	-12%[11.4 µM]	-1%	6%	11%[57.4 µM]	5%[11.4 µM]	9%[59 µM]	-2	-1%	10%
COc1ccc(OCC(=O)NCC(c2ccc(OC)cc2)N2CCOCC2)cc1 (stereo unspecified)	17%	-10%	5%	-10%	-10%	-4%[59 µM]	3	10%	22%

The results go on.
smiles	RGS4 inh	BAZ2B block	GLS inhibitor	12-LOX inh	JMJD2A Tudor inh	G9a inh	PI4K2A block	ERG-DNA inh	HP1b binding inh
O=c1[nH]c(-c2ccccc2)nc(CN2CCCCC2)c1O	?	·	26%	-9%	?	·	-4	·	?
O=C(Nc1ccc(S(=O)(=O)Nc2ccc(Cl)cc2)cc1)C1CCCO1 (stereo unspecified)	4%	-4%	-3%	?	-7%	28%[59 µM]	4	-10%	22%
Cc1nn(C)c(C)c1N=Cc1c(O)ccc2ccccc12	-2%	-4%	7%	18%	-35%	?	3	-2%	2%
COc1ccc(CNC(=O)COC(=O)c2nc3nc(C)cc(C)n3n2)cc1	3%	-6%	7%	-1%	-12%	4%[12.7 µM]	4	-2%	15%
O=C(CSc1ncnc2c1oc1ccccc12)Nc1nccs1	13%	6%	2%	10%	-23%	·	3	-6%	10%
CCOC(=O)c1c(Nc2ccc(OC)cc2)nnc(-c2ccccc2)c1-c1ccccc1	-9%	?	2%	?	?	7.9µM*	8	-2%	-12%
COc1ccc(CNC(=O)C(C)OC(=O)c2cccn2C)cc1 (stereo unspecified)	-3%	5%	9%	0%	-25%	-9%	-1	8%	10%
O=C(CSc1nnc(CNC(=O)c2ccccc2F)o1)Nc1cccc(C(F)(F)F)c1	15%	-14%	0%	-21%	-15%	-7%[0.501 µM]	2	8%	22%
NS(=O)(=O)c1ccc(N2CCN(CCOc3ccc(Cl)cc3)CC2)nc1	4%	-2%	4%	-4%	-16%	9%	1	2%	-3%
COc1ccccc1NC(=O)n1ncc2c(C)cccc21	0%	-35%	1%	-22%	-23%	-38%[59 µM]	-1	-1%	20%
CCC(=O)N1CCN(c2ccc(NC(=O)c3cc4ccccc4o3)cc2Cl)CC1	22%[11.4 µM]	2%	-1%	0%	6%[57.1 µM]	-4%[59 µM]	6	-8%	8%
O=C(OCCCN=C1NS(=O)(=O)c2ccccc21)c1ccc([N+](=O)[O-])cc1	33%	4%	-2%	?	-7%[57.1 µM]	-34%	0	-3%	12%
COCCOC(=O)c1c(C)oc2ccc(NS(=O)(=O)c3ccc(C(=O)O)cc3)cc12	-20%	-32%	-10%	-4%	-26%	?	-7	2%	24%
S=C(c1ccco1)N1CCOCC1	-39%	·	-1%	-8%	-6%	·	-2	16%	38%
COc1cccc(CC(=O)Nc2ccc(S(=O)(=O)N3CCCCC3)cc2)c1	13%	·	-20%	-19%	-21%	·	3	6%	4%

Going on with the list:
smiles	RGS4 inh	BAZ2B block	GLS inhibitor	12-LOX inh	JMJD2A Tudor inh	G9a inh	PI4K2A block	ERG-DNA inh	HP1b binding inh
Cc1onc(-c2ccccc2Cl)c1C(=O)N1CCN(c2nc3ccccc3s2)CC1	15%[11.4 µM]	4%	-1%	237%[activator][57.4 µM]	0%[11.4 µM]	3%[2.33 µM]	5	-4%	26%
O=C(c1ccc(F)cc1)N1C2CCC1CC(O)(c1ccccc1F)C2 (stereo unspecified)	-23%	5%	8%	31%[activator]	-5%	13%[59 µM]	-2	-5%	42%[activator]
CCNC(=S)N1CCCCC1CO (stereo unspecified)	5%	-17%	4%	3%	-12%	·	-7	-5%	37%
Cc1cccc(NC(=O)Cn2c(=O)n(CCC(=O)N3CCc4ccccc4C3)c(=O)c3ccccc32)c1	5%	-2%	-8%	1%	-24%	-9%[59 µM]	2	0%	1%
Cc1ccc(Cl)c(NC(=O)COC(=O)c2cc[n+]([O-])cc2)c1Cl	-9%	·	6%	?	-5%	·	-4	-15%	25%
O=C(CSc1nnc(SCc2ccccc2)s1)N/N=C/C=C/c1ccccc1[N+](=O)[O-]	10%	-22%	7%	1%	-16%	-6%[59 µM]	1	10%	1%
COc1ccc(NC(=O)c2sc3nc(-c4cccnc4)ccc3c2N)cc1	-33%	0%	13%	413%[activator]	-20%	·	-10	2%	21%
Cc1ccc(-c2nc(P(=O)(c3ccccc3)c3ccccc3)c(N3CCOCC3)o2)cc1	10%	?	0%	-17%	-27%	-42%[59 µM]	4	-1%	2%
Cc1nc2cc(NC(=O)NCc3ccccc3)ccc2o1	1%	2%	1%	5%	-7%	17%[59 µM]	-4	13%	7%
